# M. tuberculosis GlmU: inhibition of mycobacterial GlmU enzyme – biochemical, glucosamine-1-phosphate acetyltransferase (AID 1376); Bifunctional protein GlmU (Mycobacterium tuberculosis (strain ATCC 25618 / H37Rv)); M. tuberculosis GlmU acetyltransferase enzyme assay; higher % means a stronger effect; one-dose inhibition, %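 (tested at 30 µM in the primary screen)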; IC50 in µM for titrated hits; hit rate 0.25% among 220,000; in the data active = inhibition above about 13%;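 also: 0% = complete reaction with vehicle and 100% = reaction without substrate; strong numbers were not always called active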
# Mtb RmlCD inh: M. tuberculosis RmlC/RmlD coupled enzyme inhibitors, primary screen, biochemical, compound mixtures, 384-well, from 1536-well plates. hit rate 0.03% among 160,000. dTDP-4-dehydrorhamnose reductase (Mycobacterium tuberculosis (strain ATCC 25618 / H37Rv)) …. AID 1533, 2009. inhibition, % at 3.6 µM. RmlC+RmlD coupled enzyme assay, percent inhibition; primary screen in compound mixtures; in the data active = inhibition mostly above about 34%, no sharp cut-off; also: some results filed as inactive read as strong as hits
# Target sequence (P9WH09 whole entry, looked up): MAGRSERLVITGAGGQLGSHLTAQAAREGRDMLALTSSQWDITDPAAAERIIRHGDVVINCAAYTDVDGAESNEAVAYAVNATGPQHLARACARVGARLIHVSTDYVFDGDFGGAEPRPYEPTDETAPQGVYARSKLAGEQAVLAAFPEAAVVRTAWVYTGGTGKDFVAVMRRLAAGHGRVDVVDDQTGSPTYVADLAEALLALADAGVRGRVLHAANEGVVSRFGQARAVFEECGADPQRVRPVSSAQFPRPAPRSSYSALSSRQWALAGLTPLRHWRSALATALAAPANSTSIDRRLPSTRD
# Target sequence (P9WH11 whole entry, looked up): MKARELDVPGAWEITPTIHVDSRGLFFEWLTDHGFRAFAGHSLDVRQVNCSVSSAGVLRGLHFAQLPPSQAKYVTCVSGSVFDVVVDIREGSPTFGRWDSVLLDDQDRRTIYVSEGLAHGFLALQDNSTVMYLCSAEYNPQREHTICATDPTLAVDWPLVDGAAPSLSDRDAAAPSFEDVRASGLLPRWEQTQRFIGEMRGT
# Starred values were filed as active, the others as inactive; x = not tested or not shown.
Compound	M. tuberculosis GlmU	Mtb RmlCD inh
Cc1ccc(C(=O)OCC(=O)c2c[nH]c3ccccc23)cc1S(=O)(=O)N1CCCCC1	-5.2%	8
COc1cccc(CNC(=O)C2CCN(c3cnccn3)CC2)c1	-7.2%	x
O=C1c2ccccc2C(=O)N1CCc1c[nH]c2ccccc12	-1.8%	-5
O=C(CSc1nc2c(sc3ccccc32)c(=O)n1CCCN1CCOCC1)NC1CCCC1	-2.2%	x
COC(=O)C1C/C(=N\NS(=O)(=O)c2ccc(C)cc2)c2sccc2C1 (stereo unspecified)	7.0%	x
COc1ccc(NC(=O)c2cc(-c3ccco3)nc3ccccc23)cc1S(=O)(=O)N1CCOCC1	0.6%	x
CC(=O)Nc1cccc(NC(=O)c2cc(C)on2)c1	2.9%	9
COc1cc2c(c(OC)c1OC)CC(=O)N(C)CC2	-3.2%	-7
CCCCCNc1nc(N2CCCC2)c2c(c1C#N)CCN(C)C2	-1.9%	x
Cc1noc(NS(=O)(=O)c2ccc(NC(=O)CC34CC5CC(CC(Br)(C5)C3)C4)cc2)c1C	3.6%	x
Cc1cc(=O)[nH]c2c1c(=O)[nH]n2C1CC(C)N(C)CC1C (stereo unspecified)	-2.0%	x
CC(C)Oc1ccc(C2CC(=O)NC3=C2C(=O)CCC3)cc1 (stereo unspecified)	-5.3%	x
CCOC(=O)c1c(NC(C)=O)sc2c1C1CCN2CC1	-6.3%	x
CS(=O)(=O)c1[nH]nc(-c2ccccc2Cl)c1C#N	2.1%	3
COCCCn1c(=N)c(C(=O)NCC2CCCO2)cc2c(=O)n3ccccc3nc21 (stereo unspecified)	-0.5%	0
CC(=NCCCn1ccnc1)c1c(O)n(Cc2ccccc2)c(=O)[nH]c1=O	0.4%	-8
O=[N+]([O-])c1ccc(S(=O)(=O)NCCc2cn3ccccc3n2)cc1	-4.8%	x
O=C(NCCCN1CCCC1=O)Nc1ccc(F)c(Cl)c1	-2.5%	x
COC(=O)C(Cc1ccc(O)cc1)NC(=O)c1ccccc1 (stereo unspecified)	-1.5%	-1
Cc1ccc(S(=O)(=O)N2CCOCC2)cc1NC(=O)c1cccc(S(=O)(=O)N2CCCC2)c1	4.6%	8
CC(=O)SC1CC2=CC(=O)CCC2(C)C2CCC3(C)C(CCC34CCC(=O)O4)C12 (stereo unspecified)	2.3%	2
C=CCN(CC=C)S(=O)(=O)c1ccc(NC(=O)COc2ccccc2OC)cc1	-0.7%	x
CCOC(=O)C1(Cc2ccccc2C)CCCN(S(=O)(=O)c2cccnc2)C1 (stereo unspecified)	2.7%	-8
S=C(NCc1ccccc1)N1CCN(c2cccc(Cl)c2)CC1	-4.2%	8

# Reformatted with two lines to a compound: part of the list above.
# The line under a structure holds: M. tuberculosis GlmU | Mtb RmlCD inh
- CC(=NCCCn1ccnc1)c1c(O)n(Cc2ccccc2)c(=O)[nH]c1=O
 : 0.4% | -8
- O=[N+]([O-])c1ccc(S(=O)(=O)NCCc2cn3ccccc3n2)cc1
 : -4.8% | x
- O=C(NCCCN1CCCC1=O)Nc1ccc(F)c(Cl)c1
 : -2.5% | x
- COC(=O)C(Cc1ccc(O)cc1)NC(=O)c1ccccc1 (stereo unspecified)
 : -1.5% | -1
- Cc1ccc(S(=O)(=O)N2CCOCC2)cc1NC(=O)c1cccc(S(=O)(=O)N2CCCC2)c1
 : 4.6% | 8
- CC(=O)SC1CC2=CC(=O)CCC2(C)C2CCC3(C)C(CCC34CCC(=O)O4)C12 (stereo unspecified)
 : 2.3% | 2
- C=CCN(CC=C)S(=O)(=O)c1ccc(NC(=O)COc2ccccc2OC)cc1
 : -0.7% | x

# More results follow:
Compound	M. tuberculosis GlmU	Mtb RmlCD inh
CCOC(=O)c1ccc(N/C(=N/S(=O)(=O)c2ccccc2)c2ccccc2)cc1	4.6%	6
COc1ccc(C(=O)c2c(C(F)(F)F)oc3c2C(=O)c2ccccc2C3=O)cc1OC	4.3%	-1
Cc1ccc2nc3c(c(Nc4ccccc4)c2c1)CCC3	-3.7%	-5
N#Cc1ccc2c(c1)nc1ccccn12	-7.4%	-9
COc1ccccc1NC(=O)CN1CCN(c2ccc(Cl)cc2)CC1	-1.7%	2
Cc1ccc(-c2nc3ccccc3o2)cc1NC(=O)c1ccc2c(c1)OCO2	11%	-3
CC(=O)Oc1ccccc1N(C(C)=O)S(=O)(=O)c1cccc([N+](=O)[O-])c1	2.8%	x
Cc1c(C(=O)OCCOC(C)C)[nH]c2c1C(=O)CC(C)(C)C2	0.4%	4
COC(=O)c1cc(C(=O)N2CCN(c3cccc(C)c3C)CC2)cc([N+](=O)[O-])c1	-1.7%	12
CN(C)CCCN(C(=O)CCOc1ccccc1)c1nc2ccc(F)cc2s1	-4.9%	2
O=C(CCC(=O)N1CCCc2ccccc21)N1CCN(S(=O)(=O)c2ccccc2)CC1	2.9%	7
O=C(OCC(=O)N1CCc2ccccc2C1)c1ccc(N2CCOCC2)c([N+](=O)[O-])c1	-3.4%	-10
Cc1onc(-c2c(Cl)cccc2Cl)c1C(=O)N=C(N)N1CCCC1	0.5%	-11
COc1ccc(NC(=O)Nc2ccccc2SC)cc1	7.2%	1
CCC(C)[C@H](NC(=O)[C@@H]1Cc2ccccc2CN1C(=O)OC(C)(C)C)C(=O)NCC1CCC(C(=O)O)CC1 (stereo partly specified)	1.6%	-15
O=C(O)c1ccccc1OCCOc1ccccc1	-3.5%	7
COc1cc(/C=C2/C(=O)NN(c3ccc(F)cc3)C2=O)cc([N+](=O)[O-])c1O	6.3%	5
Cc1nn(C)cc1CNC(=O)Nc1ccc(Cl)c(Cl)c1	3.9%	14
Cc1ccccc1NC(=O)CCSc1nnnn1-c1ccccc1	-10%	x
CCOC(=O)c1cnc(-n2nc(C)cc2C)nc1Nc1ccccc1OC	2.4%	-10
Cc1cccc2c1N(CCOc1ccc(C(C)(C)C)cc1)C(=O)C2=O	5.6%	11
O=C(CNC(=O)c1ccc(N2C(=O)c3ccccc3C2=O)cc1)OCC(=O)c1ccc(Cl)cc1	-0.5%	-10
CCN(CC)CCNC(=O)Cc1c(C(=O)O)n(CC)c2ccccc12	-2.2%	x
O=S(=O)(/C=C/c1ccccc1)c1ccccc1	-4.6%	x
COc1ccc(CN(Cc2ccc(C(=O)O)cc2)C(=S)Nc2cccc(C)c2)cc1OC	-1.3%	2
O=C(O)CCc1nn2c3ccccc3nc2n(-c2ccccc2)c1=O	1.0%	18
CCOc1ccc(NC2=CC(=O)CC(c3ccco3)C2)cc1 (stereo unspecified)	-3.8%	-5
O=c1[nH]c2cc3c(cc2cc1CN(Cc1cccs1)Cc1nnnn1Cc1ccco1)OCCO3	-1.4%	x
Clc1ccccc1CN(Cc1ccco1)Cc1nnnn1C1CCCC1	-0.4%	x
Cc1ccc(C(=O)N(c2ccccc2)C2CC(C)N(C(=O)c3ccco3)c3ccccc32)cc1 (stereo unspecified)	-3.0%	-8
CC1=C(C(=O)Nc2ccc(C)cc2)C(c2ccc(C)o2)C2=C(CC(C)(C)CC2=O)N1 (stereo unspecified)	-2.2%	7
CCC(Oc1ccc(C)c(C)c1)C(=O)O (stereo unspecified)	3.0%	6
O=C(CN1CCCCC1)Nc1scc2c1c(=O)oc1ccccc12	2.0%	7
Cc1ccc(Oc2cc(C)nc(-c3ccccc3O)n2)cc1	-2.2%	x
O=C(O)c1cn(-c2ccccc2)nc1-c1cccnc1	-3.6%	0
O=C(c1ccc2c3c(cccc13)CC2)C1CCCN(Cc2ccncc2)C1 (stereo unspecified)	2.6%	x
Cc1ccc(Oc2ncccc2/C=N/OCc2ccc(Cl)c(Cl)c2)cc1	6.2%	-7
O=C1CCCC1C(=O)Nc1ccc2ccccc2c1 (stereo unspecified)	-2.9%	-10
Cc1sc2nc(-c3cccnc3)[nH]c(=O)c2c1-c1ccccc1	6.5%	16
O=C(Cc1ccc(Br)cc1)NC1CCCCC1	2.1%	1
C=CCn1c(N)c(C(=O)OCC)sc1=S	7.3%	x
N#Cc1c(N)nc(SCC(=O)NCc2ccc3c(c2)OCO3)c(C#N)c1-c1cccs1	3.5%	5
CCN1CC(=O)Nc2cc(S(=O)(=O)N3CCOCC3)ccc21	-5.3%	8
COc1ccc(-c2nnc(SCC(=O)NC3CCCc4ccccc43)n2N)cc1 (stereo unspecified)	6.4%	-11
COc1cccc(N(C(=O)c2ccn[nH]2)C2(C(=O)Nc3c(C)cccc3C)CCCCC2)c1	-0.1%	-9
O=C(NCc1nc2ccccc2[nH]1)c1ccc(S(=O)(=O)N2CCCC2)cc1	7.1%	-10
CCC1CCCCN1C/C=C/c1ccccc1[N+](=O)[O-] (stereo unspecified)	1.5%	-6
CCOC(=O)c1c(NC(C)=O)sc2c(OCC(O)CNC(C)(C)C)c(Br)ccc12 (stereo unspecified)	0.6%	-11
O=[N+]([O-])c1ccc(/C=C/c2ccc3ccccc3n2)cc1	4.4%	-1
O=C(NCCc1ccccc1)C1CCC(Cn2c(=O)c3ccccc3n(Cc3cccc(F)c3)c2=O)CC1 (stereo unspecified)	5.5%	-8
O=C(Nc1ccccc1)N1N=C(c2ccc(F)cc2)CC1c1ccc(F)cc1 (stereo unspecified)	-0.8%	x
CC(=O)Nc1ccc(/C=C2/Sc3ccccc3C2=O)cc1	3.4%	0
CCNS(=O)(=O)c1ccc(C)c(-n2cnnn2)c1C	-2.5%	x
CC(C)(C)NC(=O)c1cccnc1Sc1ccccc1	-0.6%	-9
Cc1[nH]nc2c1C(C(C)C)C(C#N)=C(N)O2 (stereo unspecified)	1.7%	1
COc1ccc2c(C(=O)CCl)c[nH]c2c1	2.3%	2
Cc1nc(Nc2ccc(Br)cc2Br)c([N+](=O)[O-])c(=O)[nH]1	3.4%	x
CC(N=C1NC(C)(C)Cc2ccccc21)C(=O)O (stereo unspecified)	-0.3%	x
COc1ccc(-c2cc(C(F)(F)F)nc(NCc3cccnc3)n2)cc1	0.5%	x
COc1ccccc1N1CCN(/N=C/C=C\c2ccccc2[N+](=O)[O-])CC1	-0.1%	-8

# One compound at a time, from the list above. Values in the order: M. tuberculosis GlmU	Mtb RmlCD inh
# Record of CCNS(=O)(=O)c1ccc(C)c(-n2cnnn2)c1C = -2.5%	x
# Record of Cc1[nH]nc2c1C(C(C)C)C(C#N)=C(N)O2 (stereo unspecified) = 1.7%	1

# Going on with the list:
Compound	M. tuberculosis GlmU	Mtb RmlCD inh
CCCCNCc1ccc(OCc2ccc(Cl)nc2)c(OC)c1	3.2%	13
CC(C)OC(=O)Nc1ccc(N=C(N)N[N+](=O)[O-])cc1	-5.4%	-7
O=C1NC(c2ccco2)Nc2ccccc21 (stereo unspecified)	-1.7%	11
COc1ccccc1-c1csc(NC(=O)c2ccc(N3C(=O)CCC3=O)cc2)n1	-3.3%	-21
CC1NC(=O)N(C)[C@@H]2NC(=O)N(C)C(c3ccc([N+](=O)[O-])cc3)[C@@H]12 (stereo partly specified)	-6.8%	x
S=C(NCCc1ccccc1)N1CCc2ccccc2C1	-1.0%	x
Cc1nnc(SCC(=O)NCc2ccco2)n1Cc1ccccc1	-3.4%	4
C/C=C/c1ccc(OCCOCCOc2cccc3cccnc23)c(OC)c1	-3.0%	-4
COc1ccc(Cc2nnnn2CC(=O)O)cc1	0.6%	-8
CCN(CC)S(=O)(=O)c1cccc(-c2csc(C)n2)c1	6.0%	1
O=C(O)c1ccc(N2C(=O)c3ccc(C(=O)c4cccc([N+](=O)[O-])c4)cc3C2=O)cc1	-0.3%	-7
O=C(NCc1cccc(CNC(=O)C(=O)NCC2CCCO2)c1)C(=O)NCC1CCCO1 (stereo unspecified)	2.7%	5
Nc1nc2n(n1)C(c1cccs1)CC(c1ccccc1)N2 (stereo unspecified)	9.7%	4
O=C(Nc1ccccc1)N1CCCN(c2ccc(C(F)(F)F)cc2[N+](=O)[O-])CC1	8.2%	11
CC(C)OC(=O)CSc1nnc(-c2cccnc2)n1Cc1ccccc1	2.3%	-1
Cc1cc(NC(=O)CC(F)(F)F)n(-c2ccccc2)n1	2.0%	-4
COc1ccc(C2CC(c3ccc4ccccc4c3)=NN2C(=O)CSc2ncccn2)cc1 (stereo unspecified)	2.8%	9
CCOC(=O)Cn1c(-c2cccnc2Cl)nc2cc(C)c(C)cc21	-2.9%	-8
Nc1ccc(C(=O)c2ccc3c(c2)OCCO3)cc1N	4.1%	x
C#CCOCCOCCOCCNc1nc(N2CCN(C(=O)[C@H](Cc3ccc(O)cc3)n3cc([C@@H](N)C(C)CC)nn3)CC2)nc(N2CCN(C(=O)[C@H](Cc3cc4ccccc4[nH]3)n3cc([C@@H](N)Cc4ccc(O)cc4)nn3)CC2)n1 (stereo partly specified)	-12%	x
CSc1ccc(Cl)c(C(=O)NCC(C)C)c1	-5.1%	-6
CCOc1ccc(-c2cnc(N)n2C)cc1	-5.5%	-7
O=C(CSc1nnc(Cc2cc(=O)[nH]c(=O)[nH]2)n1-c1ccc(Cl)cc1)NCC1CCCO1 (stereo unspecified)	6.0%	3
Cc1cc(C)nc(Sc2ccc3nnnn3n2)n1	-7.4%	x
CCCCOc1ccc(CCN)cc1Cl	-5.0%	7
CC(=O)Nc1ccc(S(=O)(=O)N2CCN(Cc3ccccn3)CC2)cc1	-1.3%	-8

# From PubChem

# Some of the compounds tested; rates above refer to the full screens.
